Screening data (PubChem)
Casp6 inh – human caspase-6 inhibitors, primary screen, biochemical, VEID-R110 fluorescence, single point, set 2; P55212; purified caspase-6, Z-VEID-R110 cleavage fluorescence; inhibition, % at 12.5 µM; 350,000 compounds, 0.53% hits;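 active means mean inhibition across replicates at least about 35%, with every replicate also reaching that limit, limit read from the data; inconclusive means only one of the two criteria met; inactive means neither criterion met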;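 further: 0% = median of neutral control wells and 100% = no fluorescence left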
Target sequence (P55212 24-179 limits assumed): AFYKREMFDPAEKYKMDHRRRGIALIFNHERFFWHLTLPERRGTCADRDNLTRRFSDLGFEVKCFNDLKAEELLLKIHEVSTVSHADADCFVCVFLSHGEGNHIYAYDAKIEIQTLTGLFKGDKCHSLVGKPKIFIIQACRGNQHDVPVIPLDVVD
Target sequence (P55212 194-293 limits assumed): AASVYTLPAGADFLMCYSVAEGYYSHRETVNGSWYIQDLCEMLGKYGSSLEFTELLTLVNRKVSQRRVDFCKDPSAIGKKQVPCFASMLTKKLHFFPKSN
ARNT TACC3 PPI – disruptors of ARNT/TACC3 protein interaction, primary screen, biochemical, AlphaScreen, single concentration. AlphaScreen His-ARNT PAS-B/GST-TACC3 binding, luminescence; TACC3 fragment carries E629A point mutation. inhibition, % at 9.99 µM. 390,000 compounds, 0.66% hits. AID 623870, 2012;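 active means mean inhibition of replicates at least 50% and at least half of replicates each reaching 50%; inconclusive means half or more replicates reach 50% but mean below 50%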;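 further: 0% = complete ARNT plus TACC3 wells and 100% = ARNT alone without TACC3; many hits fall short of the cut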
RAD52 anneal inh – RAD52 DNA annealing inhibitors, primary screen, biochemical, FRET, single point, set 2; DNA repair protein RAD52 homolog (Homo sapiens), P43351; recombinant RAD52 DNA annealing, FRET fluorescence; inhibition, % at 18.7 µM; 360,000 compounds, 0.46% hits;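 active means every replicate showing at least 50% inhibition; inconclusive means mean inhibition at least 50% but not in every replicate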
PglD DTNB – C. jejuni PglD acetyltransferase inhibitors, primary screen, biochemical, DTNB colorimetric, single point; UDP-N-acetylbacillosamine N-acetyltransferase PglD (Campylobacter jejuni); purified PglD enzyme, DTNB colorimetric CoA detection; inhibition, % at 12.5 µM; 360,000 compounds, 0.098% hits; AID 602405, 2012; in the data active means inhibition above about 16%, passing the limit was not always enough; inconclusive means no clear call, values can overlap the other calls; further: strong numbers were not always called active
ERp5 block – inhibitors of ERp5-driven insulin aggregation, primary screen, biochemical, turbidity, absorbance 650 nm, single point | Protein disulfide-isomerase A6 (Homo sapiens), Q15084 | 90 min | inhibition, % at 9.99 µM | 350,000 compounds, 0.05% hits | AID 651711, 2012;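 active means mean replicate inhibition above about 25%, with every replicate also reaching it, limit read from the data, passing the limit was not always enough; inconclusive means only one of those two criteria met; inactive means neither criterion met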
esBAF inh – Bmi1 luciferase reporter increase in mESCs, primary screen, esBAF inhibitor project, mouse ES cells, Bmi1 luciferase knock-in, single point | reporter increase, % at 12.5 µM | 350,000 compounds, 2% hits | 24 h; 100% = twice the neutral-well signal; in the data active means activation above about 40%; inconclusive means no clear call, values can overlap the other calls;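 further: 0% = median of the plate's neutral control wells and 100% = double that signal; a rise in the Bmi1 reporter signal indicates esBAF inhibition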
RAD54 inh – inhibitors of human RAD54 branch migration, primary screen, biochemical, fluorescence, single point; DNA repair and recombination protein RAD54-like (Homo sapiens), Q92698; RAD54 Holliday junction branch migration, FAM/BHQ fluorescence; inhibition, % at 10.4 µM; 360,000 compounds, 0.14% hits; AID 602329, 2012;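 active means mean normalized replicate activity at least 40 and at least half of replicates scoring 40 or more; inconclusive means only one of the two criteria met; inactive means mean below 40 and under half of replicates reaching 40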;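 further: 0% = median of neutral control wells and 100% = median of positive control wells; inhibitors cause a drop in the FAM fluorescence signal; in these data hits start at about 50%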
E-selectin induc – E-selectin induction in HUVECs, primary screen, imaging, HUVEC, immunofluorescence imaging, single point; 260,000 compounds, 0.37% hits; AID 686992, 2013; activation, % at 7.58 µM; normalized: neutral wells 0, TNF-alpha wells 100; P16581;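 active means mean E-selectin-positive cell signal at least 10% of the positive control, reached in at least 60% of replicates, without over 20% cell loss; inconclusive means no rule given, readout overlaps actives, possibly toxicity-flagged; inactive means the rest, including those meeting only one limit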;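 further: in these data hits start at about 27%; measured in HUVEC primary endothelial cells; signal is the percent of cells scored E-selectin positive by PE staining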
Target sequence (P16581 whole entry, looked up): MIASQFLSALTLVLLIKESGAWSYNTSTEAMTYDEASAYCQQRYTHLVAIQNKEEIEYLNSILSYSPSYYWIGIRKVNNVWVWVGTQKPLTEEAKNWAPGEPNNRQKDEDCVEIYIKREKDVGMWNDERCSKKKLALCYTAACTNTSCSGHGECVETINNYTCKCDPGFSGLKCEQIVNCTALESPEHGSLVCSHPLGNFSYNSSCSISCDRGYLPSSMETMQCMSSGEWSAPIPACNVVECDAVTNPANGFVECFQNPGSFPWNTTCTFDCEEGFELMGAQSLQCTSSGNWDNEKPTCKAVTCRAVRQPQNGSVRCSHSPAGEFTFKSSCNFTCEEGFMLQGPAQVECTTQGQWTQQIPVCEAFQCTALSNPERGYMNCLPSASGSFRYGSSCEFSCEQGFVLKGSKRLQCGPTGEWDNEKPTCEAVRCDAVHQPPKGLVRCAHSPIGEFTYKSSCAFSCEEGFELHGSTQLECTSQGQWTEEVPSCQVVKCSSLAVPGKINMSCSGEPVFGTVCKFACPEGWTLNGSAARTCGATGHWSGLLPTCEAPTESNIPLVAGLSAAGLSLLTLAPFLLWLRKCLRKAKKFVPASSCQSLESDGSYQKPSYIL
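assay system = HUVEC, human umbilical vein endothelial cells | input = 3,000 HUVEC seeded per well | medium = EGM-2 growth medium on 0.1% gelatin-coated wells | dosing = one compound dose added by pin transfer | signal = immunofluorescence imaging | read-out basis = % PE-positive cells | control set = TNF-alpha, DMSO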
Starred values were filed as active, the others as inactive; ? = inconclusive; nt = no result given.

#1 CCOC(=O)CC1(C)NC(C(=O)O)C(C)(C)S1 (centres undefined)
#2 COc1ccc(S(=O)(=O)N(C)CC(=O)N2CCCCCC2)cc1
#3 COc1ccc(S(=O)(=O)N2CCC(C(=O)NC3CCCCC3)CC2)cc1OC
#4 COc1ccc2nc(N3CCN(C(=O)c4ccc([N+](=O)[O-])o4)CC3)sc2c1
#5 COc1ccccc1NC(=O)COC(=O)c1ccc(S(=O)(=O)N2CCCCCC2)cc1
#6 CC(C(=O)Nc1sc2c(c1C#N)CCCCC2)N1C(=O)c2ccccc2C1=O (centres undefined)
assay / compound	1	2	3	4	5	6
Casp6 inh	1	1	2	2	2	-1
ARNT TACC3 PPI	8	-1	1	1	7	0
RAD52 anneal inh	-3	-3	-10	-8	-11	-24
PglD DTNB	nt	-3	0	nt	nt	-1
ERp5 block	-5	3	-3	4	-2	0
esBAF inh	nt	-3	2	-7	nt	0
RAD54 inh	nt	-5	11	nt	nt	3
E-selectin induc	-0.3	nt	0.4	-0.1	-0.2	-0.4

#7 Cn1nnnc1SCC1=C(C(=O)O)N2C(=O)[C@@H](NC(=O)[C@H](O)c3ccccc3)[C@H]2SC1
#8 COc1cc(OC)cc(-c2cc3ncccc3cn2)c1
#9 COC(=O)C[C@H]1C[C@@H]2c3cc(NC(=O)C4CCC4)ccc3O[C@@H]2[C@@H](CO)O1
#10 CC(=C/C(=O)O)/C=C/c1cccs1
#11 Cc1noc(C(=O)Nc2cccc(Cl)c2)c1Cl
#12 CC(C)NC(=O)Nc1ccc2c(c1)C(=O)N([C@H](C)CO)C[C@H](C)[C@H](CN(C)C(=O)c1ccccc1)OCCCC[C@@H](C)O2
assay / compound	7	8	9	10	11	12
Casp6 inh	nt	7	0	nt	1	-2
ARNT TACC3 PPI	0	17	-7	-8	-13	-8
RAD52 anneal inh	nt	-3	0	nt	-9	5
PglD DTNB	-2	-2	1	-5	-2	1
ERp5 block	nt	-1	-4	nt	5	6
esBAF inh	-5	30	2	-8	56*	-3
RAD54 inh	-3	8	-7	-2	0	-1
E-selectin induc	nt	0.0	0.0	nt	nt	0.1

Whole records as entered above. Order of screens: Casp6 inh, ARNT TACC3 PPI, RAD52 anneal inh, PglD DTNB, ERp5 block, esBAF inh, RAD54 inh, E-selectin induc
COc1cc(OC)cc(-c2cc3ncccc3cn2)c1 in the list: 7, 17, -3, -2, -1, 30, 8, 0.0
COC(=O)C[C@H]1C[C@@H]2c3cc(NC(=O)C4CCC4)ccc3O[C@@H]2[C@@H](CO)O1 in the list: 0, -7, 0, 1, -4, 2, -7, 0.0
Cc1noc(C(=O)Nc2cccc(Cl)c2)c1Cl in the list: 1, -13, -9, -2, 5, 56*, 0, nt
CC(=C/C(=O)O)/C=C/c1cccs1 in the list: nt, -8, nt, -5, nt, -8, -2, nt

The list goes on.
#13 COc1cccc(S(=O)(=O)N(C)C[C@H]2OCc3ccccc3-c3c(n(C)c4ccccc34)C(=O)N([C@@H](C)CO)C[C@H]2C)c1
#14 O=C(CCN1C(=O)/C(=C\c2ccccc2F)SC1=S)N1CCCCC1
#15 CCCc1cc(C(=O)Nc2ccc(C(=O)c3ccc(F)cc3)cc2)n(C)n1
#16 C[C@H](CO)N1C[C@H](C)[C@H](CN(C)S(C)(=O)=O)Oc2ncc(C#Cc3cccnc3)cc2C1=O
#17 CC1=CC2=NC(=O)CC(C)(C(=O)N(CC(=O)NC3CCCC3)c3ccccc3C)N2C=C1 (centres undefined)
#18 N#Cc1ccccc1Sc1ccccc1C(=O)NCC(c1ccco1)N1CCCC1 (centres undefined)
assay / compound	13	14	15	16	17	18
Casp6 inh	0	2	nt	1	0	-5
ARNT TACC3 PPI	4	-4	-1	-6	-7	nt
RAD52 anneal inh	-14	-9	nt	2	-19	-227
PglD DTNB	1	1	-1	0	2	nt
ERp5 block	3	-1	nt	0	5	2
esBAF inh	-2	nt	-4	0	-4	-4
RAD54 inh	-7	-7	1	2	-15	nt
E-selectin induc	-0.1	-0.3	nt	-0.4	0.2	nt

Fetched one by one from the entries so far, 4 records:
#5 COc1ccccc1NC(=O)COC(=O)c1ccc(S(=O)(=O)N2CCCCCC2)cc1
#11 Cc1noc(C(=O)Nc2cccc(Cl)c2)c1Cl
#1 CCOC(=O)CC1(C)NC(C(=O)O)C(C)(C)S1 (centres undefined)
#9 COC(=O)C[C@H]1C[C@@H]2c3cc(NC(=O)C4CCC4)ccc3O[C@@H]2[C@@H](CO)O1
assay / compound	5	11	1	9
Casp6 inh	2	1	1	0
ARNT TACC3 PPI	7	-13	8	-7
RAD52 anneal inh	-11	-9	-3	0
PglD DTNB	nt	-2	nt	1
ERp5 block	-2	5	-5	-4
esBAF inh	nt	56*	nt	2
RAD54 inh	nt	0	nt	-7
E-selectin induc	-0.2	nt	-0.3	0.0

More structures follow.
#19 CCOc1ccc(S(=O)(=O)NCCC(=O)Nc2cccc(C(=O)OC)c2)cc1
#20 O=C(O)c1cccc(S(=O)(=O)N2CCCC2)c1
#21 O=C(NN=Cc1c(O)ccc2ccccc12)c1ccncc1
#22 COc1ccc(NC(=O)Nc2cccc3c2O[C@@H](CN(C)CC2CCCCC2)[C@H](C)CN([C@@H](C)CO)C3=O)cc1
#23 CCOc1ccc2c(c1)C(C)=CC(C)(C)N2
#24 Cc1ccc(/C=N/NC(=O)CNC(=O)COc2ccccc2)o1
assay / compound	19	20	21	22	23	24
Casp6 inh	2	0	nt	1	-4	1
ARNT TACC3 PPI	10	1	56*	6	nt	-6
RAD52 anneal inh	-8	-15	-18	14	-12	-8
PglD DTNB	0	8	nt	-1	-1	nt
ERp5 block	-2	4	6	-6	-6	4
esBAF inh	15	-5	nt	0	10	nt
RAD54 inh	-3	-6	nt	1	1	nt
E-selectin induc	0.2	nt	2.9	-0.3	nt	nt

#25 CC(=O)c1cc(NC(=O)c2ccc(Cl)cc2)c(=O)oc1/C=C/N(C)C
#26 CN1CCN(C(=O)C[C@H]2C[C@@H]3c4cc(NC(=O)Cc5ccncc5)ccc4O[C@@H]3[C@H](CO)O2)CC1
#27 Cc1cccc(N(C(=O)Cn2nnc3ccccc32)C(C(=O)NCc2ccco2)c2ccncc2)c1 (centres undefined)
#28 c1ccc(CNc2ncnc3[nH]ncc23)cc1
#29 COc1ccc(NC(=O)Nc2ccc3c(c2)C(=O)N([C@H](C)CO)C[C@H](C)[C@@H](CN(C)C(=O)Cc2ccccc2)OCCCC[C@@H](C)O3)cc1
#30 CC(C)(C)C(=O)Nc1cccc(-c2nnc(-c3cccc(NC(=O)C(C)(C)C)c3)o2)c1
assay / compound	25	26	27	28	29	30
Casp6 inh	nt	-66	nt	-4	4	nt
ARNT TACC3 PPI	-3	-6	5	6	-2	-9
RAD52 anneal inh	nt	0	nt	-3	-20	nt
PglD DTNB	-6	2	8	-2	-2	5
ERp5 block	nt	-11	nt	-1	-3	nt
esBAF inh	-7	-5	11	8	0	-4
RAD54 inh	-18	12	4	0	1	7
E-selectin induc	-1.9	-0.1	nt	0.3	-0.2	nt

#31 COC(=O)[C@]12CCCCC=C1N(Cc1ccccc1)C(=O)[C@H](CC(=O)N1CCCCC1)C2
#32 CC1(C(=O)Nc2ccc3c(c2)OCO3)CCN1C(=O)CCc1ccc(Cl)cc1Cl (centres undefined)
#33 COc1cccc2cc(C(=O)NCC3CCCO3)c(=O)oc12 (centres undefined)
#34 COC(=O)Cc1ccc(OC(=O)CCS(=O)(=O)c2ccc(C)cc2)cc1
#35 COc1ccc(-c2cc(C(F)(F)F)nc(NC3CCCC3)n2)cc1OC
#36 Cc1cnc(NC(=O)c2ccc3c(c2)C(=O)N(Cc2ccco2)C3=O)s1
assay / compound	31	32	33	34	35	36
Casp6 inh	12	4	nt	-6	nt	nt
ARNT TACC3 PPI	nt	nt	-2	3	0	-5
RAD52 anneal inh	-9	-9	nt	-11	nt	nt
PglD DTNB	nt	-4	0	2	-2	-1
ERp5 block	0	3	nt	-5	nt	nt
esBAF inh	nt	-1	5	nt	nt	-6
RAD54 inh	nt	11	2	10	-6	5
E-selectin induc	-0.1	-0.1	nt	?	1.2	nt
